IDE exosite inh: exo-site inhibitors of human insulin-degrading enzyme. P14735. purified IDE, FL-6b probe fluorescence polarization; active compounds read low. z-score at 20 µM. actives 6.3% (n = 17,000);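 active = z-score of -3 or lower, meaning strong loss of probe binding signal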;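 also: His-tagged human IDE residues 42-1019 made in E. coli with 30 nM FL-6b probe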
Target sequence (P14735 42-1019 limits assumed): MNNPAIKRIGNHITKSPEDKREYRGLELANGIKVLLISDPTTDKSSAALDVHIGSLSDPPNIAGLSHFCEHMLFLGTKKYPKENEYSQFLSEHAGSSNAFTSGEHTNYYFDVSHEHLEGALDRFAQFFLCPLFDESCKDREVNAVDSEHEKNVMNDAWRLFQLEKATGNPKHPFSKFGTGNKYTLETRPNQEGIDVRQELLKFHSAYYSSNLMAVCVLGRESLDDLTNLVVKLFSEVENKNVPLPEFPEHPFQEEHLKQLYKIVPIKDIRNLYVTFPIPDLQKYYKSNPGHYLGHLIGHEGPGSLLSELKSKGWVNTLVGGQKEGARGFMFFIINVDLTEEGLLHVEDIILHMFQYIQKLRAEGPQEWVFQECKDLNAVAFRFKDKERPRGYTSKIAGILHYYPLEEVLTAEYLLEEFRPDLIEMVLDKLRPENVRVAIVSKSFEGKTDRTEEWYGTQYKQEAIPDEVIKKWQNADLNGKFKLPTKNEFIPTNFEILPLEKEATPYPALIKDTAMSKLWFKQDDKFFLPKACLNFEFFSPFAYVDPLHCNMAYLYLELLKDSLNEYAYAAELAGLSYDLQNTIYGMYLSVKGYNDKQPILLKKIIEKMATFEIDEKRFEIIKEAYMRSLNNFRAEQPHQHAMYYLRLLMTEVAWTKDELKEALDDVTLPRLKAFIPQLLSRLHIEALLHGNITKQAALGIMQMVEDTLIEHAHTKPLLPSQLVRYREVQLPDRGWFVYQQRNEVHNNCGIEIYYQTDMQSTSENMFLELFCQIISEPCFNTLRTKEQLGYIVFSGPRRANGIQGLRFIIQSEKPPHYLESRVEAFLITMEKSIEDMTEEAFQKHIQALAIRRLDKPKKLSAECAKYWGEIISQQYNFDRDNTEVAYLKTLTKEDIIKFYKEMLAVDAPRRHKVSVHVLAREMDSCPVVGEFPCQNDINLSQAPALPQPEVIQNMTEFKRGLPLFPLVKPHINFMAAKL
Numbers without * were called inactive; & = joins results of further samples; ! = a repeat was not active.

SMILES	IDE exosite inh
COC(=O)C[C@H]1CC[C@H]2[C@H](COc3ccc(NC(=O)Nc4c(C)noc4C)cc3C(=O)N2C)O1	0.77
OC[C@H]1[C@H](c2ccc(Br)cc2)[C@@H]2CN(Cc3ccccn3)CCCCN12	1.9
CCc1cnc(N2[C@H](C#N)[C@@H](c3ccc(-c4cccc(F)c4)cc3)[C@@H]2CO)s1	-0.59
COCC(=O)N1CC(=O)N2[C@H](C1)[C@H](c1ccc(Br)cc1)[C@@H]2CO	3.4
Cc1cccc(-c2ccc([C@@H]3[C@@H](CO)N4CCCCN(S(=O)(=O)c5ccccc5C)C[C@H]34)cc2)c1	2.1
O=C(C1CC1)N1CC(=O)N2[C@H](CO)[C@@H](c3ccc(-c4ccccc4F)cc3)[C@H]2C1	1.8
CCCC#Cc1ccc2c(c1)[C@H]1[C@H](CCN1S(=O)(=O)c1cccc(F)c1)[C@H](CO)N2C	1.6
COCC#Cc1ccc([C@H]2[C@H](CO)N3C(=O)CN(C(=O)C4CCC4)C[C@@H]23)cc1	-0.14
C[C@H](CO)N1C[C@H](C)[C@@H](CN(C)C(=O)Nc2ccnc(N3CCOCC3)c2)OCc2ccccc2-c2ccccc2C1=O	-0.42
COc1cccc(-c2ccc(C3[C@@H]4CN(C(=O)C5CCOCC5)C[C@H]3N4)cc2)c1 (some centres undefined)	-7.1*!
CCCC#Cc1ccc([C@@H]2[C@@H](CO)N3C(=O)CN(C(=O)CN4CCOCC4)C[C@@H]23)cc1	4.9
Cc1noc(C)c1S(=O)(=O)N(C)C[C@@H]1OCc2ccccc2-c2ccccc2C(=O)N([C@@H](C)CO)C[C@H]1C	-0.18
N#C[C@H]1[C@@H](c2ccc(C3=CCCC3)cc2)[C@H](CO)N1C(=O)C1CCC1	4.7
C[C@H]1CCCCO[C@H](CN(C)C(=O)c2ccncc2)[C@@H](C)CN([C@@H](C)CO)C(=O)c2cc(NS(=O)(=O)c3cccs3)ccc2O1	0.086
O=C(c1cccc(F)c1)N1CC(=O)N2[C@H](CO)[C@H](c3ccc(C4=CCCC4)cc3)[C@@H]2C1	5
COc1ccc(C#Cc2ccc([C@@H]3[C@H]4CN(C(=O)Nc5ccc(F)cc5)CCCCN4[C@H]3CO)cc2)cc1	0.58
C/C=C/c1ccc([C@H]2[C@H](CO)N(C(=O)CC)[C@H]2CNC(=O)CC)cc1	3.6
CS(=O)(=O)N1[C@H](CO)[C@H](c2ccc(C#Cc3cccc(F)c3)cc2)[C@@H]1C#N	-1.4
Cc1noc(C)c1NC(=O)N(C)C[C@H]1Oc2cc(C#CCN(C)C)ccc2S(=O)(=O)N([C@@H](C)CO)C[C@H]1C	-1.2
O=C(c1ccccc1)N1CC(=O)N2[C@H](CO)[C@@H](c3ccc(C#Cc4ccccc4)cc3)[C@@H]2C1	-0.2
N#C[C@H]1[C@H](c2ccccc2C2=CCCCC2)[C@H](CO)N1S(=O)(=O)c1ccccc1	0.63
Cc1ccc(S(=O)(=O)N[C@H]2CC[C@@H](CC(=O)NCc3ccncn3)O[C@@H]2CO)cc1	-0.035
Cc1ccc(S(=O)(=O)Nc2ccc3c(c2)C(=O)N([C@@H](C)CO)C[C@@H](C)[C@@H](CN(C)S(=O)(=O)c2cccs2)OCCCC[C@@H](C)O3)cc1	0.5
COc1ccccc1-c1ccccc1[C@H]1[C@H](C#N)N(C(=O)C2CCC2)[C@H]1CO	-0.85
Cc1noc(C)c1S(=O)(=O)Nc1ccc2c(c1)C(=O)N([C@@H](C)CO)C[C@H](C)[C@H](CN(C)C(=O)Nc1cccc3ccccc13)OCCCC[C@H](C)O2	-1
CCN1[C@@H]2Cn3c(ccc(-c4ccncc4)c3=O)[C@H]1[C@@H](C(=O)NCCc1cn(C)cn1)[C@@H]2CO	0.98
CCS(=O)(=O)N1CC(=O)N2[C@H](C1)[C@@H](c1ccc(C#Cc3cccc(F)c3)cc1)[C@@H]2CO	-1.6
CCCNC(=O)Nc1ccc2c(c1)OC[C@H](C)N(C(=O)C1CCOCC1)C[C@H](C)[C@@H](OC)CN(C)C2=O	-1.5
CCOC(=O)CCCCCC(=O)Nc1ccc2c(c1)C(=O)N([C@@H](C)CO)C[C@H](C)[C@H](CN(C)C(=O)Nc1ccc(C(F)(F)F)cc1)OCCCC[C@H](C)O2	-0.54
O=C(C[C@@H]1CC[C@H]2NC[C@H](O)COC[C@@H]2O1)NCCc1ccncc1	-0.46
C[C@H](O)C#Cc1ccc([C@@H]2[C@@H](CO)N3CCCCN(C(=O)c4cccc(F)c4)C[C@H]23)cc1	1.6
C[C@@H]1CN([C@H](C)CO)C(=O)CCCn2nncc2CO[C@H]1CN(C)Cc1ccc(C(=O)Nc2ccccc2N)cc1	-0.16
COCC(=O)N1[C@@H]2CN(C)c3ccccc3[C@@H]2[C@@H]1CO	1.9
O=C(Cc1cccnc1)N1CC(=O)N2[C@H](CO)[C@@H](c3ccc(C4=CCCC4)cc3)[C@@H]2C1	1.1
COc1ccccc1-c1ccccc1[C@H]1[C@@H](CO)N(C(=O)C2CC2)[C@H]1C#N	2.1
CO[C@H](CN(C)C(=O)Nc1ccc(Cl)cc1)[C@H](C)CN(Cc1ccccc1Cl)[C@@H](C)CO	1.5
CC(=O)N1CCCCN2[C@H](CO)[C@H](c3ccc(C#Cc4ccccc4F)cc3)[C@H]2C1	-7.3*
CCCNC(=O)C[C@@H]1CC[C@H]2[C@@H](COc3ccc(NC(=O)CC)cc3C(=O)N2C)O1	0.21
N#C[C@@H]1[C@H](c2ccccc2-c2ccccc2)[C@H](CO)N1c1ncc(-c2ccccc2)s1	0.33
O=C(C1CCC1)N1CC(=O)N2[C@H](C1)[C@@H](c1ccc(C#Cc3cccc(F)c3)cc1)[C@@H]2CO	-1.3
COc1ccccc1S(=O)(=O)N[C@H]1C=C[C@H](CC(=O)N2CCOCC2)O[C@H]1CO	0.55
Cc1ccccc1-c1ccc([C@@H]2[C@@H](CO)N3C(=O)CN(C(=O)Nc4ccccc4)C[C@H]23)cc1	-6.1*
O=C(C1CCC1)N1CC(=O)N2[C@H](C1)[C@@H](c1ccc(-c3ccccc3F)cc1)[C@@H]2CO	-10*
CCCC(=O)Nc1ccc2c(c1)OC[C@@H](C)N(C(=O)c1cccnc1)C[C@H](C)[C@@H](OC)CN(C)C2=O	-0.6
COc1ccc(NC(=O)N2C[C@@H](O)COC[C@@H]3O[C@@H](CC(=O)N4CCCCC4)CC[C@H]32)cc1	1.7
COc1ccc2c3c(n(C)c2c1)[C@@H](CO)N(CC1CC1)CC31CCN(S(=O)(=O)c2cccs2)CC1	0.58
CN1CCCCN2[C@H](CO)[C@H](c3ccc(-c4ccc(F)cc4)cc3)[C@H]2C1	0.4
CO[C@H]1CN(C)C(=O)c2ccc(NC(=O)c3ccccc3F)cc2OC[C@@H](C)N(C)C[C@@H]1C	1.5
C[C@@H]1CN([C@H](C)CO)C(=O)c2cc(NC(=O)Cc3ccccc3)ccc2O[C@@H](C)CCCCO[C@H]1CN(C)Cc1ccncc1	0.035
N#C[C@@H]1[C@H](c2ccccc2/C=C/c2ccccc2)[C@H](CO)N1S(=O)(=O)c1ccccc1	3.4
COc1ccc(C[C@@H]2CCn3nncc3COC[C@H](CC(C)C)NC2=O)cc1	0.22
CCC(=O)N1[C@H](CO)[C@H](c2ccc(-c3cccc(F)c3)cc2)[C@H]1CNC(C)=O	0.97
COCC#Cc1ccc([C@@H]2[C@H]3CN(Cc4cccnc4)CCCCN3[C@H]2CO)cc1	0.11
CC(=O)N1[C@H](CN(CC(C)C)C(=O)c2ccccn2)[C@@H](c2ccccc2)[C@@H]1CO	-0.43
COc1ccc([C@H]2C/C=C\C[C@H](c3ccc4c(c3)OCO4)NC(=O)[C@H](c3ccccc3)CC(=O)N2)c(OC)c1	0.53
C/C=C/c1ccc([C@@H]2[C@@H](CO)N(C(C)=O)[C@H]2CN(C)C(=O)c2ccccn2)cc1	4.4
C[C@H]1CN([C@@H](C)CO)C(=O)c2c(c3ccccc3n2C)-c2ccccc2CO[C@@H]1CN(C)S(=O)(=O)c1ccc([N+](=O)[O-])cc1	-0.57
C[C@H]1CN([C@@H](C)CO)C(=O)CCCn2nncc2CO[C@H]1CN(C)CC1CCCCC1	-1.1
O=C(c1ccccn1)N1CC2(C1)[C@H](c1ccccc1)[C@H](CO)N2Cc1ccc(F)cc1	-0.86
CCC(=O)N1CC(=O)N2[C@H](C1)[C@@H](c1ccc(C#CC3CCCCC3)cc1)[C@@H]2CO	1.9

(next part)
SMILES	IDE exosite inh
COc1ccc(-c2ccc([C@H]3[C@@H](CO)N4CCCCN(C(=O)c5ccc(F)cc5)C[C@H]34)cc2)cc1	-0.56
CC(C)NC(=O)N1[C@H](C#N)[C@H](c2ccc(C#CC3CCCCC3)cc2)[C@H]1CO	0.43
CCCNC(=O)Nc1ccc2c(c1)OC[C@H](C)N(C(=O)C1CCOCC1)C[C@H](C)[C@H](OC)CN(C)C2=O	-1.6
CCC(=O)N1CC2(C1)[C@H](c1ccc(-c3ccc(F)cc3)cc1)[C@@H](CO)N2C(C)=O	-1
COc1ccccc1S(=O)(=O)N[C@H]1C=C[C@@H](CC(=O)N2CCOCC2)O[C@H]1CO	0.42
CO[C@H](CN(C)C(=O)c1ccccc1F)[C@@H](C)CN([C@@H](C)CO)S(=O)(=O)c1ccc(F)cc1	1.4
CO[C@@H](CN(C)Cc1ccc2c(c1)OCO2)[C@H](C)CN(C(=O)Nc1ccc(F)cc1)[C@H](C)CO	0.22
COc1ccc2c3c([nH]c2c1)[C@H](CO)N(Cc1cccc(F)c1)CC31CCN(C(C)=O)CC1	-6.6*
C[C@H]1CCCCO[C@H](CN(C)Cc2ccc(C(F)(F)F)cc2)[C@@H](C)CN([C@@H](C)CO)C(=O)c2cc(NC(=O)Nc3cccc4ccccc34)ccc2O1	1.8
CCCN(C)C[C@@H]1Oc2cc(/C=C/c3ccccc3)ccc2S(=O)(=O)N([C@@H](C)CO)C[C@H]1C	0.25
CCC(=O)NC[C@@H]1[C@H](c2ccccc2)[C@H](CO)N1C(=O)C1CC1	1.9
CCCNC(=O)N1CC2(C1)[C@@H](c1ccccc1)[C@@H](CO)N2Cc1ccc(Cl)cc1	-0.97
CCS(=O)(=O)N(C)C[C@@H]1N[C@H](CO)[C@@H]1c1ccc(C#CC(C)C)cc1	0.72
COc1cccc(-c2ccc([C@@H]3[C@H]4CN(C(=O)c5cccnc5)CC(=O)N4[C@H]3CO)cc2)c1	-6.4*
Cc1ccccc1-c1ccc([C@@H]2[C@@H](CO)N3CCCCN(C(=O)Nc4ccccc4)C[C@@H]23)cc1	1.2
COCCNC(=O)C[C@H]1CC[C@@H]2[C@H](COC[C@@H](O)CN2Cc2ccc(Cl)c(Cl)c2)O1	-0.15
O=C(Nc1cccc(F)c1)N1CC(=O)N2[C@@H](CO)[C@H](c3ccc(Br)cc3)[C@@H]2C1	2
CCC(=O)NC[C@H]1[C@@H](c2ccccc2)[C@@H](CO)N1C(=O)C1CCC1	3.7
N#C[C@H]1[C@H](c2ccccc2-c2cccc(F)c2)[C@@H](CO)N1C(=O)C1CC1	-0.28
C/C=C/c1ccc([C@H]2[C@@H](CO)N(C(=O)COC)[C@H]2CNC(=O)CC)cc1	1.3

In another format: entries from further up.
SMILES | IDE exosite inh
C[C@H]1CCCCO[C@H](CN(C)Cc2ccc(C(F)(F)F)cc2)[C@@H](C)CN([C@@H](C)CO)C(=O)c2cc(NC(=O)Nc3cccc4ccccc34)ccc2O1 | 1.8
CCCN(C)C[C@@H]1Oc2cc(/C=C/c3ccccc3)ccc2S(=O)(=O)N([C@@H](C)CO)C[C@H]1C | 0.25
CCC(=O)NC[C@@H]1[C@H](c2ccccc2)[C@H](CO)N1C(=O)C1CC1 | 1.9
CCCNC(=O)N1CC2(C1)[C@@H](c1ccccc1)[C@@H](CO)N2Cc1ccc(Cl)cc1 | -0.97
CCS(=O)(=O)N(C)C[C@@H]1N[C@H](CO)[C@@H]1c1ccc(C#CC(C)C)cc1 | 0.72
COc1cccc(-c2ccc([C@@H]3[C@H]4CN(C(=O)c5cccnc5)CC(=O)N4[C@H]3CO)cc2)c1 | -6.4*
Cc1ccccc1-c1ccc([C@@H]2[C@@H](CO)N3CCCCN(C(=O)Nc4ccccc4)C[C@@H]23)cc1 | 1.2
COCCNC(=O)C[C@H]1CC[C@@H]2[C@H](COC[C@@H](O)CN2Cc2ccc(Cl)c(Cl)c2)O1 | -0.15
O=C(Nc1cccc(F)c1)N1CC(=O)N2[C@@H](CO)[C@H](c3ccc(Br)cc3)[C@@H]2C1 | 2
CCC(=O)NC[C@H]1[C@@H](c2ccccc2)[C@@H](CO)N1C(=O)C1CCC1 | 3.7
N#C[C@H]1[C@H](c2ccccc2-c2cccc(F)c2)[C@@H](CO)N1C(=O)C1CC1 | -0.28
C/C=C/c1ccc([C@H]2[C@@H](CO)N(C(=O)COC)[C@H]2CNC(=O)CC)cc1 | 1.3

(continued)
SMILES	IDE exosite inh
O=C([C@H]1[C@H](CO)[C@H]2Cn3c(ccc(C4=CCCCC4)c3=O)[C@@H]1N2Cc1nccs1)N1CCCCC1	-0.082
C[C@H]1CN([C@@H](C)CO)C(=O)CCCn2cc(nn2)CO[C@H]1CN(C)C(=O)Nc1ccc2c(c1)OCO2	-0.56
N#C[C@H]1[C@H](c2ccc(C#Cc3ccc(F)cc3)cc2)[C@H](CO)N1C(=O)C1CCCC1	4
COc1cccc(-c2ccc([C@H]3[C@@H](CO)N4CCCCN(C(=O)NC(C)C)C[C@@H]34)cc2)c1	-5.8*
C[C@H]1CN([C@@H](C)CO)C(=O)c2cc(C3=CCCCC3)cnc2O[C@H]1CN(C)S(=O)(=O)c1cn(C)cn1	-0.89
COc1cccc(C(=O)Nc2ccc3c(c2)C(=O)N(C)[C@@H]2CC[C@@H](CC(=O)N[C@@H](C)c4ccccc4)O[C@H]2CO3)c1	-0.77
COc1ccc2c3c([nH]c2c1)[C@H](CO)N(C(=O)Nc1ccc(F)cc1)CC31CN(C(=O)Nc2c(C)noc2C)C1	-0.37
O=C1CNC[C@H]2[C@H](c3ccc(C#CC4CCCC4)cc3)[C@@H](CO)N12	5.2
CN1C(=O)c2cc(NC(=O)c3cccc(C(F)(F)F)c3)ccc2OC[C@@H]2O[C@H](CC(=O)NCCN3CCCC3)CC[C@H]21	-0.47
CCCNC(=O)N1C[C@@H]2N[C@H](C1)C2c1ccc(-c2ccc(OC)cc2)cc1 (some centres undefined)	-0.56&2.1

High-throughput results (PubChem BioAssay)

An excerpt; the hit share may differ from the screen's.
